# Bioassay records deposited in PubChem by Sanford-Burnham Center for Chemical Genomics.
# VHR inh color = VHR1 phosphatase inhibitors, primary screen, biochemical, colorimetric, HTS; Dual specificity protein phosphatase 3 (Homo sapiens), P51452; recombinant VHR phosphatase, colorimetric substrate read-out; inhibition, % at 20 µM; 50,000 tested, 0.7% active; AID 1992, 2009; in the data active = inhibition above about 60%; also: some results filed as inactive read as strong as hits
# Target sequence (P51452 whole entry, looked up): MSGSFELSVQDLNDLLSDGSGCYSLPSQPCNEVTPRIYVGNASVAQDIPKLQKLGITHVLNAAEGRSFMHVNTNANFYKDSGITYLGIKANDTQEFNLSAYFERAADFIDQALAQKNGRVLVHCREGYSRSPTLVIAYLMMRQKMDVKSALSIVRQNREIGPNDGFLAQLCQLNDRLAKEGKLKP
# * hit, by the source's call.
SMILES,VHR inh color
Cc1cccc(CC2CC(=O)N(c3cccc(Cl)c3C)C2=O)c1 (centres undefined),-4.2
Cc1cc(C)cc(NC(=O)COc2cccc(C)c2C)c1,1.8
O=C1C(=O)N(CC2CCCO2)C(c2ccccc2Cl)/C1=C(/O)c1ccccc1 (centres undefined),12.5
Cc1cc(C=O)c(C)n1-c1ccc(Br)cc1,-0.6
CCOc1ccccc1N1CCN(C(=O)c2ccco2)CC1,2.0
CCOC(=O)Cc1csc(NC(=O)COc2cc(C)ccc2C(C)C)n1,-37.5
Cc1cc(-c2ccc(N=Cc3ccc([N+](=O)[O-])s3)c(C)c2)ccc1N=Cc1ccc([N+](=O)[O-])s1,-5.5
O=C1NC(=O)/C(=C/c2cccnc2)S1,-2.1
COc1ccc(CNc2ccc3c(c2)ncn3C)cc1,2.4
O=C(Nc1ccc(S(=O)(=O)Nc2nccs2)cc1)C1CC1,10.8
COc1ccccc1NC(=O)c1c(NC(=O)c2cccc(F)c2)sc(-c2ccccc2)c1C,-13.3
CC(C)NCC(=O)C12CC3CC(CC(C3)C1)C2,-16.3
COc1ccc(N(CC(=O)Nc2ccccc2C)S(C)(=O)=O)cc1,-8.2
S=C(NCCOc1cccc2ccccc12)Nc1cccc2ccccc12,-3.9
Cc1ccc(OCC2CNC(=O)O2)cc1 (centres undefined),-6.9
Cc1n[nH]c(C)c1Sc1ccccc1N=Cc1ccc([N+](=O)[O-])cc1,-2.4
Cc1cc(C)n(-c2c(F)c(F)c(COC(=O)c3ccccc3)c(F)c2F)n1,-1.0
Cc1cc(C)cc(NC(=O)C(=O)NCc2ccco2)c1,-1.5
COc1cccc(OCCOc2ccc(/C=C3/SC(=S)NC3=O)cc2OC)c1,-4.8
COC(=O)c1sccc1NC(=O)c1ccccc1C,0.9
CC(C)CN1C(=O)c2ccc(C(=O)c3cccc([N+](=O)[O-])c3)cc2C1=O,-6.8
O=C1S/C(=C\c2cccs2)C(=O)N1c1cccc(Cl)c1,-5.9
CC(C)OC(=O)c1c(NC(=O)/C=C/C(=O)O)sc2c1CCCCC2,-1.5
CC(CCc1ccccc1)Nc1cc(N2CCN(S(C)(=O)=O)CC2)ccc1[N+](=O)[O-] (centres undefined),1.9
CCCCNCCCOc1cc(C)cc(C)c1,-28.1

# Sorted by number of heavy atoms (smallest number first): some entries from above
SMILES,VHR inh color
O=C1NC(=O)/C(=C/c2cccnc2)S1,-2.1
Cc1ccc(OCC2CNC(=O)O2)cc1 (centres undefined),-6.9
O=C1S/C(=C\c2cccs2)C(=O)N1c1cccc(Cl)c1,-5.9
COc1ccc(N(CC(=O)Nc2ccccc2C)S(C)(=O)=O)cc1,-8.2

# New compounds follow:
SMILES,VHR inh color
COc1ccc(CSc2nnnn2C)cc1,-1.1
CCc1ccccc1NC(=O)CC1S\C(=N/N=C(C)/C=C/c2ccc(OC)cc2)NC1=O (centres undefined),-4.0
O=CNc1ccccc1Oc1ccccc1,-25.8
COc1ccc(Br)cc1/C=C/C(=O)Nc1ccc(-c2nc3ncccc3o2)cc1,-10.5
CCOC(=O)c1cc(=O)oc2c(C(=O)OCC)c(C)[nH]c12,9.0
CCCOc1ccccc1/C=N/Nc1nncn1N,11.5
COc1ccc(C(=O)/C=C/c2ccc(OC3CSC3)cc2)cc1OC,-4.9
Cc1ccc(C(=O)c2ccc(Br)c([N+](=O)[O-])c2)cc1C,-17.5
O=C(Nc1ccc(Cl)c(Cl)c1)Nn1cnnc1,-14.2
O=C(CCNc1ccc(-c2ccccc2)cc1)c1ccc(Br)cc1,9.3
CCOc1ccc(C(=O)NCCc2ccccc2)cc1,-64.1
Cc1ccc(/C=C/C(=O)NCc2ccc(F)cc2)cc1,-6.6
CCc1ncc(C(O)c2ccccc2)n1C (centres undefined),-7.9
CNc1nc(Nc2cccc([N+](=O)[O-])c2)nc(OCC(F)(F)F)n1,-6.6
O=C(O)c1ccc(N2C(=O)CC(N3CCC(Cc4ccccc4)CC3)C2=O)cc1 (centres undefined),-3.3
O=C(NCCc1ccccc1Cl)C(=O)NCc1ccco1,-10.0
COc1ccccc1NC(=O)C(=O)N/N=C/c1cccc(OC)c1OC,1.0
O=C(NCc1ccco1)c1cc2nc(-c3ccccc3)cc(C(F)(F)F)n2n1,-1.1
CC1=NN(C(=O)c2cccc(O)c2)C(O)(c2ccc(Br)cc2)C1 (centres undefined),-1.4
O=C(Nc1sc2c(c1C(=O)N1CCCCC1)CCCCC2)c1ccc([N+](=O)[O-])cc1,-16.9
Cc1ccn2c(NC(=O)c3ccccc3)c(-c3cccs3)nc2c1,1.9
COC(C(=O)N/N=C/c1cn(-c2ccccc2)nc1-c1ccccc1)c1ccccc1 (centres undefined),-7.4
CCN(CC)S(=O)(=O)c1ccc(Cl)c(C(=O)NC2CCCCC2)c1,-6.0
O=C1CC(n2cnc3ccccc32)C(=O)N1c1ccccc1 (centres undefined),-17.7
CCN(C(=O)c1ccc(Cl)c([N+](=O)[O-])c1)c1ccccc1C,24.5

# Grouped by structure, the compounds so far with an NH in an aromatic ring (two)
SMILES,VHR inh color
Cc1n[nH]c(C)c1Sc1ccccc1N=Cc1ccc([N+](=O)[O-])cc1,-2.4
CCOC(=O)c1cc(=O)oc2c(C(=O)OCC)c(C)[nH]c12,9.0

# Carrying on.
SMILES,VHR inh color
CC(C)(C)c1ccc(-c2cc(-c3cc(Cl)ccc3O)[nH]n2)cc1,-0.1
CCCC(C)NS(=O)(=O)c1ccc(OC)cc1 (centres undefined),-39.4
CCOc1ccc2nc(SCCNS(=O)(=O)c3ccccc3)sc2c1,2.7
O=C(c1ccccc1F)N1CCCc2ccccc21,0.1
O=C1c2cccc3c(Br)ccc(c23)C(=O)N1Oc1ccc([N+](=O)[O-])cc1[N+](=O)[O-],-40.4
Cc1cc(C)cc(NCc2cccnc2)c1,-1.8
CCOc1ccccc1NC(=O)CN(c1ccc(OC)cc1)S(C)(=O)=O,0.7
CCOP(C)(=O)C(c1ccccc1)N(C)S(C)(=O)=O (centres undefined),49.2
Cc1ccc(P(=O)(CC(=O)O)c2ccc(C)cc2)cc1,-6.0
CC(C)C1C(C#N)=C(N)Oc2n[nH]c(-c3ccccc3)c21 (centres undefined),-9.9
O=C1CC(N(CCc2ccccc2)C(=O)c2ccccc2)C(=O)N1c1ccccc1 (centres undefined),-5.9
O=C(Nc1ccc(NC(=O)c2ccc(-c3ccc(Cl)cc3Cl)o2)cc1)c1ccccc1,-12.8
O=c1c2ccccc2c2ccccc2c(=O)n1CC1CCCO1 (centres undefined),-1.8
NS(=O)(=O)c1ccc(NC(=O)CSc2nnnn2-c2ccccc2)cc1,1.3
Cc1c(Cl)cccc1-c1ccc(C(=O)Nc2ccc3c4c(cccc24)CC3)o1,-11.5
O=C(Nc1ccc2ccccc2c1)c1ccc(-c2cccc(Cl)c2)o1,-1.4
Cc1cc(C)c2cccc(NC(=O)C3CC3)c2n1,-19.8
CCOC(=O)N1N=C(C)CC1(O)c1ccc(Br)cc1 (centres undefined),-2.8
CC1=C(C#N)c2nc(N)c(C#N)c(C)c2/C1=C\c1ccc(-c2ccc([N+](=O)[O-])cc2Cl)o1,-6.3
Cc1ccc(C(C)C)c(OCC(O)CN2CCCCCC2)c1 (centres undefined),-0.1
CCOC(=O)C1=C(C)N=C2SCC(=O)N2C1c1cccc(OC)c1OC (centres undefined),-7.1
COc1cc(NC(=O)COc2cccc(Cl)c2)c(OC)cc1Cl,-3.0
COc1ccc(C(=O)Nc2ccc(S(=O)(=O)N3CCCC3)cc2)cc1I,14.4
Cc1ccc(OCC(=O)Nc2ccc(Nc3ccccc3)cc2)c(Br)c1,22.7
O=C(CN1C(=O)c2ccccc2S1(=O)=O)NC(Nc1ccc(I)cc1)C(Cl)(Cl)Cl (centres undefined),-13.1

# Single values from the results shown.
# O=C1c2cccc3c(Br)ccc(c23)C(=O)N1Oc1ccc([N+](=O)[O-])cc1[N+](=O)[O-] in VHR inh color = -40.4
# Cc1ccc(P(=O)(CC(=O)O)c2ccc(C)cc2)cc1 in VHR inh color = -6.0
# Cc1cc(C)c2cccc(NC(=O)C3CC3)c2n1 in VHR inh color = -19.8
# Cc1ccc(OCC(=O)Nc2ccc(Nc3ccccc3)cc2)c(Br)c1 in VHR inh color = 22.7
# CC1=C(C#N)c2nc(N)c(C#N)c(C)c2/C1=C\c1ccc(-c2ccc([N+](=O)[O-])cc2Cl)o1 in VHR inh color = -6.3

# Later entries.
SMILES,VHR inh color
C=CCc1cc(/C=C2\C(=O)NC(=O)N(c3ccc(Br)c(C)c3)C2=O)cc(OC)c1O,13.7
COC(=O)C1=C(C)N(c2ccccc2)/C(=C\c2ccc(OCC(=O)Nc3ccccc3OC)cc2)C1=O,-9.9
CCN1C(=O)/C(=C\c2ccccc2OCc2cccc3ccccc23)SC1=S,-1.0
COc1cccc(CN2CCN(C(=O)c3cccc4ccccc34)CC2)c1,1.5
CCC1C(=O)N=C(SCC(=O)Nc2nc(-c3ccccc3)cs2)NC1=O (centres undefined),1.5
CC(C)(C)c1csc(NC(=O)C(c2ccccc2)c2ccccc2)n1,-14.2
O=C1CC2c3ccccc3C1C1C(=O)N(CCO)C(=O)C21 (centres undefined),-24.6
COc1ccc(CC(C)(C)NC(=O)c2ccccc2)cc1,-22.8
O=C1C2ON(c3ccccc3)C(c3ccccc3)C2C(=O)N1Cc1ccccc1 (centres undefined),2.7
CCOc1ccccc1NC(=O)c1c(NC(=O)C(F)(F)F)sc2c1CCCCC2,-25.7
COc1ccccc1NCC(O)Cn1c2ccc(Cl)cc2c2cc(Cl)ccc21 (centres undefined),-15.9
COc1cc(C(=O)Nc2cc(-c3nc4ncccc4o3)ccc2C)cc(OC)c1OC,2.8
COc1cc(C=NCC2(c3ccccc3)CCCC2)ccc1OC(C)=O,-87.2
CC1=C(C(=O)OCCCc2ccccc2)C(c2c(F)cccc2Cl)CC(=O)N1 (centres undefined),8.0
COc1ccc2nc(NC(=O)c3cc4c(s3)CCCC4)sc2c1,-13.7
CCc1ccc(N2C(=O)NC(=O)/C(=C\c3cc(Cl)c(OCC(=O)O)c(Cl)c3)C2=O)cc1,-9.4
O=C(Nc1cc([N+](=O)[O-])ccc1Cl)c1cc(-c2cccs2)nc2ccccc12,-5.3
O=C(COc1ccc(C2CCCCC2)cc1)Nc1ccccc1C(=O)O,-3.4
O=C1CC(N2CCN(c3ncccn3)CC2)C(=O)N1c1ccc(Br)cc1 (centres undefined),-3.7
O=C1Nc2c(Br)cc(Br)c3cccc1c23,-2.9
CCOc1ccc(NC(=O)CSc2nc3ccc(OCC)cc3s2)cc1,-13.2
OC(Cc1ccc2ccccc2n1)C(Cl)(Cl)Cl (centres undefined),-4.5
CC1(C)CC(=O)C2=C(C1)Nc1ccccc1N(C(=O)Cc1ccccc1)C2c1cccc(Cl)c1 (centres undefined),4.3
O=C(O)c1cccc(C(=O)O)c1N(c1ccccc1)c1ccccc1,-1.3
CC1=C(C(=O)OCCC(C)C)C(c2ccc(Cl)cc2)NC(=O)N1 (centres undefined),-4.5

# Other results.
SMILES,VHR inh color
CCCc1cc(=O)n2[nH]c(-c3cccc(C)c3)cc2n1,-2.1
Cc1ccc(/C(O)=C2\C(=O)C(=O)N(CCCC(=O)O)C2c2ccccc2[N+](=O)[O-])cc1 (centres undefined),-2.6
COc1cccc(-c2nc3cc(NC(=O)c4cc5ccccc5o4)ccc3o2)c1,4.2
O=S(=O)(c1ccc2ccccc2c1)N1CCN(c2ccccc2)CC1,-22.6
Cc1ccc(S(=O)(=O)NC(=O)Nc2c(C)cccc2C)cc1,-8.0
Cc1ccc(-c2nc3ncccc3o2)cc1NC(=O)COc1cc(C)c(Cl)c(C)c1,-9.9
COc1ccc(/C=C(\NC(=O)c2ccccc2)C(=O)NCc2ccncc2)cc1,-2.7
O=C(O)[C@H]1C2CCCCC2=C2CCCCC2[C@@H]1c1ccccc1 (some centres undefined),-7.0
CCCCCCCCCCCCSC1=C(C#N)C2(CCN(C)CC2)C(C#N)C(=O)N1 (centres undefined),39.3
Cc1ccccc1OC(=O)COc1ccc(Cl)cc1Cl,115.9*
O=C1c2ccccc2C(=O)N1CSc1nnc(SCN2C(=O)c3ccccc3C2=O)s1,4.3
CC1CCc2c(sc(NC(=O)c3ccccc3[N+](=O)[O-])c2C(=O)OC(C)C)C1 (centres undefined),2.3
COc1ccc(C(=O)Nc2ccccc2C(=O)NCc2ccco2)cc1,1.4
COc1ccccc1NC1=C(Cl)C(=O)N(c2ccc(C)cc2)C1=O,-4.4
O=C(COc1ccccc1)Nc1ccc(Cl)c(-c2nc3ncccc3o2)c1,-9.2
COc1cc(C(=O)Nc2ccc([N+](=O)[O-])cn2)cc(OC)c1OC,-5.7
CCOc1ccc(C(=O)NCC2OCCc3ccccc32)cc1 (centres undefined),-1.1
CCOC(=O)C1=C(C)N=c2s/c(=C\c3ccc(N(C)C)o3)c(=O)n2C1c1cccs1 (centres undefined),-8.7
CC1=NN(c2ccc(S(N)(=O)=O)cc2)C(=O)/C1=C\c1ccc(C)s1,-14.6
O=C(O)CCc1nc2ccc(O)cc2[nH]1,-12.8
O=C(c1ccccc1[N+](=O)[O-])N1CCN(C/C=C/c2ccccc2)CC1,-31.3
COC(=O)CCC(=O)NNC(=O)c1ccc(Cl)cc1Cl,1.6
Cc1cccc(OCCNc2nc3c(c(=O)n(C)c(=O)n3C)n2C)c1,3.8
COc1ccc(C)cc1NC(=O)CC(C)=O,-10.7
CC(Sc1nc2ccccc2n1C)C(=O)NC(c1ccccc1)c1ccccc1 (centres undefined),25.4

# Grouped by structure: the entries above with a CF3 group.
SMILES,VHR inh color
CNc1nc(Nc2cccc([N+](=O)[O-])c2)nc(OCC(F)(F)F)n1,-6.6
O=C(NCc1ccco1)c1cc2nc(-c3ccccc3)cc(C(F)(F)F)n2n1,-1.1
CCOc1ccccc1NC(=O)c1c(NC(=O)C(F)(F)F)sc2c1CCCCC2,-25.7

# (cont.)
SMILES,VHR inh color
O=C(Nc1ccc(Br)cc1)c1ccccc1C(F)(F)F,-15.6
CC(C)(C)c1ccc(C2/C(=C(\O)c3ccc(F)cc3)C(=O)C(=O)N2c2nncs2)cc1 (centres undefined),-9.1
Cc1cccc(-n2c(O)c(C=Nc3ccccc3C)c(=O)[nH]c2=O)c1,-14.7
Cc1cc(C)nc(NC(=O)CC(c2ccccc2)c2ccccc2)c1,-12.7
O=C(c1sc2ccccc2c1Cl)N1CCN(c2ccc(Cl)cc2[N+](=O)[O-])CC1,2.0
COc1c(Cl)cc(Cl)cc1/C=c1/sc2nc3ccccc3n2c1=O,-4.4
O=C(Nc1nc(-c2ccc(Cl)s2)cs1)C(c1ccccc1)c1ccccc1,7.8

# These rows are one share of the data (hit frequency here may not be typical).
